KDM5B inhibitor – blocks human KDM5B histone demethylase activity | Q9UGL1 | KDM5B demethylase, FDH-coupled NADH fluorescence (FDH is formaldehyde dehydrogenase) | Potency, µM (series often up to 57.7 µM), for the others: at the top dose activity change, negative = inhibition, hits mostly inhibitors | 2.6% of 220,000 active; active = well fitted inhibition curve with a large enough effect; inconclusive = small, poorly fitted or top-dose-only effect; inactive = no such curve, though single readings can be large or run the other way; note: 0% is about no effect; nearly all actives have a fitted effect of over 70% in size
Target sequence (Q9UGL1 whole entry, looked up): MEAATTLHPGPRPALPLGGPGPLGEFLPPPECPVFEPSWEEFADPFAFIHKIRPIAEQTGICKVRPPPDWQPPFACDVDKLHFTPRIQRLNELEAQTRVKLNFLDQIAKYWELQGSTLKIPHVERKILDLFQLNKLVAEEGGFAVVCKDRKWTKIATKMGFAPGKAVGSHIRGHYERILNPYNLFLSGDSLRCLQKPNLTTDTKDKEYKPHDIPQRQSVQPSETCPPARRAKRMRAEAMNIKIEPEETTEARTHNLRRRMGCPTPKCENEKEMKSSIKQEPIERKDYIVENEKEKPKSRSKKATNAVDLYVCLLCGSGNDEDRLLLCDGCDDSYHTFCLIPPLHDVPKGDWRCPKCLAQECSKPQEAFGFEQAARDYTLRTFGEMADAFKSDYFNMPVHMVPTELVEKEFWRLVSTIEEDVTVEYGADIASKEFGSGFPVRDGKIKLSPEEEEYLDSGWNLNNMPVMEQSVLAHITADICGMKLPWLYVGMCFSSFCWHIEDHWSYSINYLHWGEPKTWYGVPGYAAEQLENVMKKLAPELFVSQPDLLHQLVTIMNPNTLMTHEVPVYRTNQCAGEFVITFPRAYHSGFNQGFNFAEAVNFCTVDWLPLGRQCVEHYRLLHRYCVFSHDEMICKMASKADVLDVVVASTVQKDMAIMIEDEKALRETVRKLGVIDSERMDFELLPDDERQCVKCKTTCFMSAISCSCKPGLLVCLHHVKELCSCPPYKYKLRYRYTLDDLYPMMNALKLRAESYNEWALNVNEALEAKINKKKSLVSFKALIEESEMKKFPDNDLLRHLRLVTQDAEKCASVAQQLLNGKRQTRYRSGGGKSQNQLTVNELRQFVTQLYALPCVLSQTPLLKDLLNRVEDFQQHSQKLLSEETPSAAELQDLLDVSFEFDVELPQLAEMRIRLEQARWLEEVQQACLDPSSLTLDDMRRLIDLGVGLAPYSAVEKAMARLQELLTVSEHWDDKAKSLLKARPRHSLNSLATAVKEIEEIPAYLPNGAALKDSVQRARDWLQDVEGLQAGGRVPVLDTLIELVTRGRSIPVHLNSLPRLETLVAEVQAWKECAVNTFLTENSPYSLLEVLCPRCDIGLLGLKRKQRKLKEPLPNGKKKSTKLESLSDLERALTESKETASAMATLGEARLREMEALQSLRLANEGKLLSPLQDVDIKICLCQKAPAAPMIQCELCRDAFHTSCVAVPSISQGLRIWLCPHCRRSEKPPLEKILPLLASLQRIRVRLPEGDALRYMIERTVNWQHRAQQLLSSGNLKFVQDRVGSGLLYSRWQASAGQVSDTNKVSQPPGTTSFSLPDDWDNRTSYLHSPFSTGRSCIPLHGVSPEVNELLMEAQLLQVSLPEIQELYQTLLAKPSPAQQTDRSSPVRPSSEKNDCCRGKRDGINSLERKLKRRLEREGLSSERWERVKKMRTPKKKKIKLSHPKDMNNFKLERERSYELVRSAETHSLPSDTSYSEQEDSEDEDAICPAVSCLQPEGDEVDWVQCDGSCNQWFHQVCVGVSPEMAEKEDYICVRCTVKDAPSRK
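Inhibition is measured as reduced NADH fluorescence generation from FDH coupling to formaldehyde release. Truncated KDM5BΔAP at 200 nM final acts on H3K4me3 peptide (12.5 µM in substrate mix) in pH 7.5 HEPES buffer with Tween-20, 30 min, room temperature.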
Numbers without * were called inactive; ? = inconclusive; [ ] = remark or other dose. Potency is the fitted concentration of half-maximal effect.

SMILES	KDM5B inhibitor
FC(F)(F)c1ccnc(N2CCC(OCc3cccnc3)CC2)n1	3%
N#Cc1ccc(C(=O)Nc2ccccc2-c2nc3ccccc3s2)c(F)c1	-12%
Cc1c(CCO)c(=O)[nH]n1S(=O)(=O)c1ccc([N+](=O)[O-])cc1	-10%
CC1CCC2(CC1)NC(=O)N(CC(=O)NCc1cccc(Br)c1)C2=O (stereo not drawn)	14%
O=C(O)C(C/C(=N/O)c1ccc(Br)cc1)P(=O)(c1ccccc1)c1ccccc1 (stereo not drawn)	9%
COCC1CN(C(C)=O)CC12CCN(S(=O)(=O)c1cccs1)CC2 (stereo not drawn)	1%
CCN(CC)C(=O)[C@@H]1CCC[C@@H](NCc2ccc(OC)cc2)CN(C)C(=O)C1	-22%[86.2 µM]
Cc1cccc(OCCn2cc(S(=O)(=O)N3CCCC3)ccc2=O)c1	8%
Cc1ccc(-n2nc(C)c3c(C(=O)Nc4ccc(C)cc4Cl)cc(C)nc32)cc1	-11%
O=C(O)CCNS(=O)(=O)c1cccc(Cl)c1	-16%
Cc1ccc(C(=O)NC(C(=O)N2CCCCC2)C2CCN(C(=O)c3ccc(C)cc3)CC2)cc1 (stereo not drawn)	15%
CCOc1ccc(/C=C/C(=O)Nc2sc3c(c2C(=O)OC)CCCC3)cc1	-49%
COc1ccc(OCc2ccc(C(=O)O)o2)cc1	7%
COCCNC(=O)C(NC(=O)c1ccc(OC)cc1)C1CCN(C(=O)c2ccccc2)CC1 (stereo not drawn)	-1%
COc1cccc(CNC(=O)CSc2nc(-c3ccccc3C)nc3cc(=O)[nH]n23)c1	8%
Cc1[nH]ncc1CNC(=O)[C@H]1CN(Cc2ccccc2)C[C@H]1C(=O)O	0%
CCN(CC)S(=O)(=O)c1cc(C(=O)OCC(=O)Nc2cccc(S(=O)(=O)N(C)C)c2)ccc1F	14%
CNC(=O)C(C)(C)N1CCC[C@H]1C(=O)N1CCCCC1	-1%[115 µM]
CCCCc1ccc(NC(=O)Cn2cc(C#N)c3ccccc32)cc1	-19%
CCNc1c(NC(=O)Nc2ccccc2)c(=O)oc2ccccc12	-12%
COc1cccc(NC(=O)CSC2=C(C#N)C(c3ccccc3C)C3=C(CCCC3=O)N2)c1 (stereo not drawn)	?
CCN(c1cc(C)cc(C)c1)S(=O)(=O)c1nnc(NC(=O)c2cccc(F)c2)s1	-13%
C[C@@H](NC(=O)Cc1ccccc1)c1c(-c2ccc(Cl)cc2)noc1C(=O)O	-28%[86.2 µM]
O=C(NCc1ccncc1)c1ccc2c(c1)OCCN(c1cccc(OC(F)(F)F)c1)C2	0%
N#C/C(=C\c1ccc(-c2cccc(C(F)(F)F)c2)o1)c1ccccc1	21%
O=C(NCC(c1ccc2c(c1)OCO2)N1CCOCC1)C(=O)Nc1ccc(F)cc1F (stereo not drawn)	-7%
Clc1cccc(Cl)c1COc1cccc(-n2cnnn2)c1	14%
Cc1nccn1CCNC(=O)CCC[C@@H]1[C@H]2CCCN3CCC[C@@H](CN1Cc1ccccc1)[C@@H]23	?
Cc1[nH]ccc(=O)c1OCC(=O)Nc1ccncc1	-1%
Cc1noc(C)c1NC(=O)N1CCN(Cc2ccccc2)CC1	31%

Gathered by group: the compounds so far with a cyano group
SMILES	KDM5B inhibitor
N#Cc1ccc(C(=O)Nc2ccccc2-c2nc3ccccc3s2)c(F)c1	-12%
CCCCc1ccc(NC(=O)Cn2cc(C#N)c3ccccc32)cc1	-19%
COc1cccc(NC(=O)CSC2=C(C#N)C(c3ccccc3C)C3=C(CCCC3=O)N2)c1 (stereo not drawn)	?
N#C/C(=C\c1ccc(-c2cccc(C(F)(F)F)c2)o1)c1ccccc1	21%

Returning to the listing, starting two compounds before the break.
SMILES	KDM5B inhibitor
Cc1[nH]ccc(=O)c1OCC(=O)Nc1ccncc1	-1%
Cc1noc(C)c1NC(=O)N1CCN(Cc2ccccc2)CC1	31%
O=C(COc1ccc2c(=O)c(-c3ccc(Cl)cc3)coc2c1)Nc1ccc(O)cc1	-7%
O=C(COC(=O)C1C2CC3OC(=O)C1C3C2)c1ccccc1 (stereo not drawn)	-11%
Cc1ccc(-c2nn(CC(=O)N3CCN(C)CC3)c(=O)c3ccccc23)cc1	126%[activator]
Cc1cccc(-c2cc(Nc3ccc(SC#N)cc3)nc(C)n2)c1	?
COCCN(Cc1cccs1)S(=O)(=O)c1ccc(C(=O)O)cc1	5%
CC(C)OCCCN1CC(=O)N2[C@@H](Cc3c([nH]c4ccccc34)C2(C)C)C1=O	16%
CCCCCNC(=O)CCc1c[nH]c2ccccc12	-2%
CC(=O)c1ccc(OC(=O)c2c(-c3ccccc3Cl)noc2C)cc1	-42%
NC(=O)c1ccccc1NC(=O)c1ccccc1-c1ccccc1	6%
O=C(CSc1ncnc2c1oc1ccccc12)NC1CCCCC1	4%
COc1ccc(/C=C/C(Cc2cccc(C(C)=O)c2)c2ccc(C)cc2)cc1 (stereo not drawn)	?
Cn1c(SCc2ccccc2[N+](=O)[O-])nnc1-c1cccnc1	35%
CC(C)(C)c1ccc(C(=O)NC2=NC(c3cccc(F)c3)CC(=O)N2)cc1 (stereo not drawn)	8%
Cn1ccnc1CN1C[C@@H](F)[C@@H](OCc2nc3ccc(F)cc3[nH]2)C1	?
CCNC(=O)[C@@H]1CCCN1C(C)(C)C(=O)NC	-8%[115 µM]
CCc1ccc(CCC(=O)NCc2ccncc2)cc1	7%
Cc1ccc(O)c(C(=O)c2cc(C#N)c(=O)n(-c3ccccc3C(F)(F)F)c2)c1	10%
Cn1c(C(=O)Nc2ccccc2Cl)c(Cl)c2ccccc21	4%
CCc1nnc(SCc2nc(-c3cccc(Cl)c3)oc2C)c2cc3sc(C)cc3n12	-19%
Cc1oc(-c2nc(C#N)c(N3CCN(c4ccccc4)CC3)o2)cc1S(=O)(=O)N(C)C	?
Cc1ccc(NCc2cccn2-c2nnc(N3CCC(C(=O)NCCC(C)C)CC3)s2)cc1	?
CC(C)(Oc1ccc(Cl)cc1)C(=O)Nc1ccc2oc(-c3cccnc3)nc2c1	-33%
CCOc1ccc2c(c1)cc(C(=O)Nc1cc(C)ccc1F)n2C	20%
Cc1cc(=O)n2[nH]c(SCc3ccc(Cl)cc3)nc2n1	-10%
CC(C)C[C@@H]1N[C@H](C(=O)NCC2CC2)Cc2cn(Cc3ccncc3)c3cccc1c23	14%[86.2 µM]
O=C([C@@H]1C[C@H](Oc2cccnc2)CN1S(=O)(=O)c1cccnc1)N1CCCC1	-10%
O=C1N[C@H](CCC(=O)N2CCC(c3nc4ccccc4[nH]3)CC2)C(=O)Nc2ccccc21	8%
CC(C)c1noc([C@@H]2C[C@@H](O)CN2Cc2ccc(S(C)(=O)=O)cc2)n1	-6%[86.2 µM]
COc1cccc(N2CCN(C(=O)c3cnc4c(-c5ccc(F)cc5)c(C)nn4c3C)CC2)c1	-24%
Cc1noc(C)c1S(=O)(=O)N(C)Cc1cccc(C(F)(F)F)c1	-4%

SMILES	KDM5B inhibitor
O=C(NC1CCCCCC1)c1ccc2c(Cl)c3c(nc2c1)CCCC3	3%
CCOC(=O)c1cc(-c2ccc(OC)cc2)n(CCC(=O)NCc2ccc(OC)cc2)c1C	-61%
CC(=O)N[C@@H]1CN(Cc2cc(=O)n3[nH]cnc3n2)C[C@H]1c1ccc(C)o1	22µM*
COCCN1CCCC2(CCN(C(=O)COc3cccc(C)c3C)C2)C1=O (stereo not drawn)	37%
Cc1ccc(C(=O)N2CCCC2C(=O)Nc2cccc(-n3cccn3)c2)cn1 (stereo not drawn)	32%
Cc1nc(-c2ccccc2F)sc1C(=O)N1CCC(C(=O)O)CC1	14%
COc1ccccc1C(=O)N1CCC(C(NC(=O)c2ccc(C)cc2)C(=O)N2CCCCC2)CC1 (stereo not drawn)	9%
COc1ccc(OC)c(NC(=O)Cn2c(-c3ccccc3)nc(C)c(CCO)c2=O)c1	?
CCOC(=O)C(NC(=O)CC)C(OC(=O)CC)c1ccccc1 (stereo not drawn)	25%
O=C(NCC1Cn2cccc2C(=O)N1Cc1ccccc1)C1CCC1 (stereo not drawn)	1%
O=C(O)c1ccnc(-c2ccnc(NCCCN3CCCC3=O)n2)c1	?
CCNCc1ccc(-c2ccc(F)c(Cl)c2)o1	32%
O=C1NCCCCCCN(S(=O)(=O)c2cccc(F)c2)[C@H]2CCCC[C@@H]12	16%
C=CCNC(=O)C(NC(=O)c1ccccc1)C1CCN(C(=O)c2ccccc2C)CC1 (stereo not drawn)	-17%
CNC(=O)[C@@H]1C[C@H](Oc2cccnc2)CN1C(=O)CC1CCCCC1	1%
CC[C@H]1CN(S(=O)(=O)c2c(C)noc2C)CC[C@H]1CC(=O)O	5%[86.2 µM]
Cc1noc(C)c1[S+](=O)([O-])N1CCC2(COC(=O)N2Cc2ccccc2)C1 (stereo not drawn)	-9%[86.2 µM]
CSc1nc(C)nc2c1c(=O)n(C)c(=O)n2CC(C)C	16%
Cc1ccc(-c2nc(N)sc2CC(=O)OCC(=O)Nc2ccc(C)c(C)c2)cc1	-13%
Fc1ccc(-c2nnc(N3CCOCC3)c3ccccc23)cc1F	0%
N[C@@H](Cc1ccc(O)cc1)C(=O)N1CCc2c(nc(-c3cccnc3)[nH]c2=O)C1	-16%
COc1ccc(-c2[nH]ncc2CNC(=O)C2CC3(CCNCC3)CN2)cc1 (stereo not drawn)	?
C#CC[N+](CC#Cc1ccccc1)(CCC)CCC	10%
Cc1ccn2c(C(=O)N3CCC4(CC3)Nc3ccccc3NC4=O)nnc2n1	-18%
CCCN1C(=O)Cc2ccccc2C1C(=O)NCc1cccc(F)c1 (stereo not drawn)	-10%
COCc1cc(=O)n(CC(=O)Nc2cc(OC)cc(OC)c2)c(N2CCOCC2)n1	-40%
O=C(Nc1ccsc1)N[C@H]1C[C@H]2C(=O)NC[C@@H](CCC(=O)N3CCCC3)N2C1	-27%[86.2 µM]
COC(=O)NCC(=O)N1CC[C@@H]2[C@@H](CCC(=O)N2CCc2ccccc2)C1	30%
CCN1CC2(CCN(C(=O)CCc3n[nH]c4c3CCCC4)CC2)OC1=O	12%
CCO[C@H]1CN(C2CCN(CCc3ccccc3)CC2)C[C@@H]1O	?

| SMILES | KDM5B inhibitor |
| --- | --- |
| CCc1ccc(NC(=O)CSc2ccc(-c3cccnc3)nn2)cc1 | 28% |
| CCN(CC)CC(=O)NC(=O)Nc1ccccc1 | 15% |
| COc1ccc(-c2[nH]ncc2CN2CCc3nc(N4CCN(C)CC4)[nH]c(=O)c3CC2)cc1 | 14% |
| CCOc1ccc(NC(=O)CC2C(=O)N(c3cccc(OC)c3)C(=O)N2CCOC)cc1 (stereo not drawn) | -33% |
| COc1ccccc1-c1nnc(SCC(=O)c2ccc(F)cc2)n1-c1ccccc1 | -11% |
| O=C(CC1CCCN(c2cnn(CC3CC3)c(=O)c2)C1)N1CCCC1 (stereo not drawn) | -24% |
| O=C(NCc1cccnc1)[C@@H]1C[C@@H](O)CN1C1CCN(C(=O)C2CCCC2)CC1 | 15% |
| CCN(CC)S(=O)(=O)c1ccc(NC(=O)c2ccc3c(=O)n4c(nc3c2)CCCCC4)cc1 | -27% |
| N#Cc1ccc(C(=O)N2C[C@@H]3C[C@H](C2)c2c(-c4ccc5ccccc5c4)ccc(=O)n2C3)cc1 | 8% |
| COc1ccc(/C(O)=C2\C(=O)C(=O)N(Cc3cccnc3)C2c2ccccc2F)cc1 (stereo not drawn) | 13% |
| COc1cccc(C(=O)COC(=O)C(CC(=O)c2ccccc2)Nc2ccc(F)cc2)c1 (stereo not drawn) | ? |
| CC(C)CCN1CCC2(CC1)CN[S+](=O)([O-])c1cccnc1O2 | ? |
| COCCOc1ccc2c(n1)CCN(C(=O)c1ccc(OC)nc1)C2 | ? |
| COc1cc2c(cc1OC)CN(CC(=O)Nc1cc(C)cc(C)c1)CC2 | -4% |
| COCCC1(C(=O)O)CCCN(Cc2cn[nH]c2C2CCCCC2)C1 (stereo not drawn) | 6% |
| COc1ccc(CN2CC[C@@H]3CN(S(C)(=O)=O)[C@@H]3C2)cc1OC | -18% |
| O=C1CCc2cc(NC(=O)c3n[nH]c4ccccc34)ccc2N1 | ? |
| Cc1cnc(C(=O)NC2C[C@H]3CC[C@@H](C2)N3C(=O)Cc2c(C)noc2C)cn1 (stereo partly drawn) | 14% |
| O=C1Nc2ccccc2CC12CCN(Cc1ccc(Cl)cc1)CC2 | ? |
| CCOc1ccc(C2Cn3nnc(-c4nc(C)no4)c3CO2)cc1 (stereo not drawn) | -14% |

Some of the entries above, set out differently:
| KDM5B inhibitor | compound |
| --- | --- |
| ? | CC(C)CCN1CCC2(CC1)CN[S+](=O)([O-])c1cccnc1O2 |
| ? | COCCOc1ccc2c(n1)CCN(C(=O)c1ccc(OC)nc1)C2 |
| -4% | COc1cc2c(cc1OC)CN(CC(=O)Nc1cc(C)cc(C)c1)CC2 |
| 6% | COCCC1(C(=O)O)CCCN(Cc2cn[nH]c2C2CCCCC2)C1 (stereo not drawn) |

Next part:
| SMILES | KDM5B inhibitor |
| --- | --- |
| O=C(O)CSc1ccc(C(=O)/C=C/c2ccc3c(c2)OCCO3)cc1F | -24% |
| Cc1ccc(S(=O)(=O)N(C)C)cc1NC(=O)C(C)OC(=O)/C=C/c1cccs1 (stereo not drawn) | -15% |
| CC(C)c1ccccc1NC(=O)C(Sc1ccccc1)c1ccccc1 (stereo not drawn) | 10% |
| O=C(N/N=C/C1CC2CCC1C2)C12CC3CC(CC(C3)C1)C2 (stereo not drawn) | 23% |
| COc1ccc(NC(=O)N2CCC3(CC2)CC(N(C(=O)NC(C)C)C2CC2)CCO3)cc1 (stereo not drawn) | 3% |
| COc1cccc(CC(=O)N2CCC(N3C(=O)C4(CCCCC4)C3c3ccncc3)CC2)c1 (stereo not drawn) | 4% |

Not all compounds are listed (hit frequency here may not be typical).
